Screening data deposited in PubChem by several laboratories.
Ba/F3 V617F tox = reduce viability of Ba/F3 cells dependent on JAK2V617F; Ba/F3 EpoR-JAK2V617F viability, ATP luminescence; inhibition, % at 5.6 µM; actives 1.1% (n = 220,000); AID 1446;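 active = inhibition above the campaign mean plus 3 SD over all tested compounds, cut at about 24% in these data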;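 note: cytokine-independent growth of Ba/F3 cells driven by EpoR plus mutant JAK2; 0% = DMSO-treated cells and 100% = JAK inhibitor I control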
CHOP inh = CHOP inhibition in unfolded protein response; CHO-K1 CHOP-promoter luciferase, tunicamycin-induced, 15-18 h; inhibition, % at 10 µM; actives 3.8% (n = 220,000); AID 2732;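 active = compounds that reduced the stress-induced luciferase reporter signal by more than about 70% of percent inhibition, limit read from the data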;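 note: 0% = tunicamycin plus vehicle and 100% = wells without tunicamycin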
TRPN1 ag = activates the zebrafish TRPN1 channel | activation, % at 3 µM | HEK293 zebrafish TRPN1-YFP, Fluo-8 calcium fluorescence; 100% = response to 87 µM carbachol | actives 0.18% (n = 220,000);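 active = activation above its plate's cutoff, the mean activation of test wells on that plate plus 3 SD, cut at about 19% in these data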;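 note: 0% = DMSO alone and 100% = 87 µM carbachol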
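Control set: carbachol 87 µM as high control, DMSO as low control; system: HEK293 stable line with zebrafish TRPN1-YFP; read-out: % activation versus carbachol response; detection: intracellular calcium fluorescence with Fluo-8; doses: single test compound dose, 3 µM nominal, 0.3% DMSO; schedule: dye 1 h 37 °C plus 30 min RT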
TNF necrop inh = blocks TNF-alpha induced death of Jurkat FADD-/- cells; actives 0.068% (n = 220,000); Jurkat FADD-/- TNF necroptosis rescue, ATP luminescence, 24 h; 0 = TNF only, 100 = no-TNF cells; activation (protection from cell death), % at 10 µM; AID 463075;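 active = activation, meaning protection from cell death, of at least 50% relative to plate controls; inactive = activation below 50%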;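 note: necroptosis triggered by 40 ng/mL TNF-alpha added together with compound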
Wee1 degr inh = human Wee1 degradation inhibition, primary screen | P30291 | reporter increase, % at 5 µM | HeLa Luc-Wee1K328M stability, luciferase luminescence; 100% = proteasome inhibitor MG132 effect | AID 1321 | actives 1.2% (n = 220,000);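 active = activation above the mean of all tested compounds plus 3 SD, set per screening run, cut at about 8.8% in these data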;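 note: cells exposed to compound for 20 h before luminescence read; 0% = DMSO alone and 100% = MG132 at 30 µM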
Target sequence (P30291 whole entry K328M): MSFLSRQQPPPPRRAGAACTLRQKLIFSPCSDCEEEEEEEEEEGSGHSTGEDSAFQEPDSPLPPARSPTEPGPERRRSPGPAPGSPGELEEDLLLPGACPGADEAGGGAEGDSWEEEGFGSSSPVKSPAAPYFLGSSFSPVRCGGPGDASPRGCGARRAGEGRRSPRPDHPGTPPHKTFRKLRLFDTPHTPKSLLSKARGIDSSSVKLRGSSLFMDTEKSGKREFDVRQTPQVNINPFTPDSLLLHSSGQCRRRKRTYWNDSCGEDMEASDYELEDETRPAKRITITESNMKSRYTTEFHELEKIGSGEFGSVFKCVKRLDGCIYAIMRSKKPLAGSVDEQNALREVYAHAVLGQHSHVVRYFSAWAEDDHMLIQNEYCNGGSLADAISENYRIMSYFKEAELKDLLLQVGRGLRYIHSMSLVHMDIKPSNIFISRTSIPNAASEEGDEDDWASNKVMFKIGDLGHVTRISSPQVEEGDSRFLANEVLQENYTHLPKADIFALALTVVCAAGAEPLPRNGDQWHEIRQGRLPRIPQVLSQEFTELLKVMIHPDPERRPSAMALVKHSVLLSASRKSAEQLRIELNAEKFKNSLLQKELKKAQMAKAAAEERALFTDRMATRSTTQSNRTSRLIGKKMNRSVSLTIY
RBBP9 inh = blocks human serine hydrolase RBBP9. inhibition, % at 7.94 µM. O75884. AID 1515. recombinant RBBP9, FP-Rh probe fluorescence polarization. actives 0.2% (n = 220,000);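 active = inhibition above the campaign mean of all tested compounds plus 3 SD, cut at about 14% in these data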;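 note: plate controls were DMSO wells with RBBP9 for no effect and wells lacking RBBP9 protein for full effect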
Target sequence (O75884 whole entry, looked up): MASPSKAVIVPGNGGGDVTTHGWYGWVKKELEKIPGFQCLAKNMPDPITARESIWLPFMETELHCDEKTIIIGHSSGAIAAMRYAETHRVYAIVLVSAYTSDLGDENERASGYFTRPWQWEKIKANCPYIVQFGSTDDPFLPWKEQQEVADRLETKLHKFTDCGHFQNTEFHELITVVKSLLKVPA
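System: RBBP9 protein | Quantity: 2.5 µM RBBP9 dispensing solution, before mixing | Reagent: FP-Rh probe, 375 nM dispensing solution | Timing: Enzyme-compound preincubation 30 min, then probe labeling 45 min, 25 °C | Measured by: Fluorescence polarization | Read-out: % inhibition | Replication: One well per compound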
PPC-1+TRAIL kill = kills PPC-1 cancer cells in the presence of TRAIL | PPC-1 cells + TRAIL, ATPLite viability luminescence | cell killing (% activity), % at 4 µM | actives 0.41% (n = 220,000) | AID 1443;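 active = cell killing above 50% in the first pass at 4 µM, then a duplicate retest at 5 µM averaging 50% or more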;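 note: plate controls were cells with TRAIL plus DMSO for no effect and medium-only wells lacking cells for full effect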
BaF3 parental = counter-screen for JAK2V617F inhibitors: parental Ba/F3 viability inhibitors. AID 1486. CellTiter-Glo ATP luminescence. inhibition, % at 5.6 µM. actives 1.1% (n = 220,000);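 active = inhibition above a per-campaign cutoff, the mean inhibition of all tested compounds plus 3 SD, cut at about 27% in these data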;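 note: 0% = DMSO wells and 100% = JAK Inhibitor I control wells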
TRPML3 ag = agonists of human TRPML3 channel; activation, % at 3 µM; HEK293 TRPML3-YFP, Fluo-8 calcium fluorescence; 100% = the carbachol control signal; actives 0.29% (n = 220,000);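 active = activation above its plate's cutoff, the mean activation of the plate's test wells plus 3 SD, cut at about 12% in these data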;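 note: 0% = DMSO only wells and 100% = carbachol wells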
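system = HEK293 cells stably carrying human TRPML3-YFP | doses = one concentration, 3 µM nominal, 0.3% DMSO | timing = dye loading 1 h 37 °C then 30 min ambient, 125 s read | detection = Fluo-8 calcium dye fluorescence, ex 470-495, em 515-575 nm | benchmarks = high control carbachol 87 µM, low control DMSO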
* hit, by the source's call; nt = not tested or not shown; [ ] = remark or other dose.

Below each SMILES – Ba/F3 V617F tox | CHOP inh | TRPN1 ag | TNF necrop inh | Wee1 degr inh | RBBP9 inh | PPC-1+TRAIL kill | BaF3 parental | TRPML3 ag
> Oc1oc(-c2cccc3ccccc23)nc1/C=N/c1nccs1
  2.2 | 90.5* | 1.9 | 2.1 | 0.0 | -10.7 | -3.2 | 8.0 | 1.9
> O=C1C2CC=CCC2C(=O)N1c1cccc(OS(=O)(=O)c2ccc3ccccc3c2)c1 (stereo not given)
  2.5 | 20.3 | 0.8 | -1.2 | -1.4 | -7.0 | 0.3 | 4.1 | 0.4
> O=C(NC1CS(=O)(=O)CC1NCc1ccccc1)c1ccccc1 (stereo not given)
  -1.2 | 28.4 | 0.5 | 0.6 | 4.3 | 0.2 | 0.9 | 4.8 | 0.0
> Cc1cccc2cc(CN(Cc3cccs3)C(=S)NCc3ccco3)c(=O)[nH]c12
  3.0 | 40.8 | 2.3 | 5.4 | 1.5 | -8.2 | 11.1 | 10.8 | 0.5
> Cc1c(C(=O)OCC(=O)N(C)C2CCS(=O)(=O)C2)oc2ccc(Br)cc12 (stereo not given)
  2.4 | 9.4 | 2.1 | 0.5 | -2.9 | -9.0 | 7.5 | 1.4 | 0.9
> CCc1ccc(/C=N/NC(=O)c2cc(-c3cccc([N+](=O)[O-])c3)n[nH]2)cc1
  -0.3 | -9.4 | 0.4 | -12.5 | 2.9 | -13.1 | -3.0 | -0.1 | 0.6
> Cc1ccc(S(=O)(=O)[N-]c2nc3ccccc3nc2-[n+]2cc(C)cc(C)c2)cc1
  -3.0 | 6.3 | 0.5 | 2.7 | -3.3 | 2.4 | 7.1 | 0.8 | 0.7
> O=c1c2ccccc2nc(SCc2ccc([N+](=O)[O-])cc2)n1-c1ccc(Cl)cc1
  0.9 | -22.6 | 0.2 | -0.3 | 4.1 | -1.3 | 23.0 | 3.9 | 0.7
> COc1ccc(C(=O)n2nc(-c3ccco3)nc2SC)cc1OC
  -1.4 | 58.0 | -0.1 | -11.2 | -2.1 | -2.5 | 1.3 | 3.6 | 0.5
> CCOCCCn1c(=N)c(C(=O)Nc2cc(C)on2)cc2c(=O)n3ccccc3nc21
  -2.8 | nt | 1.6 | 0.4 | -0.5 | -2.3 | nt | 1.7 | -0.3
> CC(C)C(=O)NC(=O)[C@@H]1CCCN1C(=O)/C=C/c1ccccc1
  -0.2 | 17.0 | 1.4 | 1.6 | 2.4 | -8.7 | -3.2 | 7.4 | 0.4
> O=c1[nH]cnc2sc3c(c12)CCC3
  0.2 | 5.0 | -0.4 | 1.8 | -1.2 | -5.5 | -11.8 | 3.9 | 0.4
> O=C1/C(=C/c2cccnc2)CC/C1=C\c1cccnc1
  -1.5 | -15.9 | 0.2 | -1.6 | 2.8 | -6.6 | -6.5 | 1.1 | 1.4
> CCN(CC)S(=O)(=O)c1ccc(-c2csc(C)n2)cc1
  -0.2 | -1.6 | 0.1 | 1.7 | 0.2 | -9.5 | 10.6 | 7.6 | 6.5
> O=C(O)CSCC(=O)N1CCCN(c2nc3ccc(Cl)cc3s2)CC1
  -1.1 | 9.2 | -0.5 | 0.0 | -4.3 | -9.1 | 10.6 | 2.4 | 0.7
> Cc1nn(Cc2ccc(Cl)c(Cl)c2)c(C)c1NC(=O)c1cc(-c2ccco2)on1
  3.5 | 86.5* | -0.1 | -0.9 | -0.6 | -23.8 | -5.7 | 4.1 | -0.1
> Cc1ccc(Oc2nn[nH]n2)cc1
  -0.2 | 32.6 | -0.2 | -3.9 | 0.4 | -7.5 | 4.6 | 2.3 | 0.0
> CC(C)c1ccc2oc(-c3ccc(N)cc3)nc2c1
  -1.9 | -3.4 | 0.2 | -4.2 | -1.4 | -3.7 | 68.5*[5 µM] | 5.4 | 0.7
> CCOCC(=O)Nc1ccc(Br)c(C)c1
  5.0 | -7.9 | 0.7 | 0.1 | -3.2 | -8.1 | 7.9 | 8.6 | 0.7
> CCCCCOC(=O)Cn1c(N2CCOCC2)nc2c1c(=O)[nH]c(=O)n2C
  -0.5 | -23.8 | -1.0 | 0.3 | 2.0 | -3.8 | 4.4 | 3.5 | -0.3
> Cn1c(CNC(=O)Nc2ccccc2)nnc1SCc1ccccc1
  -2.2 | 15.4 | -2.1 | 0.1 | -3.0 | -6.8 | 22.5 | 2.3 | -0.5
> COc1cc2c(cc1NC(=O)CN(C)Cc1nc3ccccc3c(=O)[nH]1)oc1ccccc12
  -0.1 | 74.5* | -0.2 | -9.9 | -1.5 | -4.2 | -2.4 | 4.4 | 0.5
> O=C(Nc1cccnc1)c1cc(F)cc(F)c1
  -2.4 | -1.7 | 2.3 | -1.3 | 0.1 | -7.9 | -8.6 | 4.6 | 0.5
> Cc1cc(C)cc(NC(=O)CCC(=O)Nc2cc(C)on2)c1
  0.1 | 19.9 | 0.0 | 1.9 | 0.1 | -6.7 | 27.2 | 2.2 | -0.6
> O=C(Nc1ncccn1)c1cc([N+](=O)[O-])cc([N+](=O)[O-])c1
  1.9 | -9.4 | 0.4 | 0.3 | -1.6 | -5.5 | 16.5 | 1.8 | 0.8
> CCOc1ccc(NC(=O)c2ccco2)c([N+](=O)[O-])c1
  1.2 | -0.4 | -1.4 | -0.7 | 2.7 | -3.1 | 10.1 | 8.5 | 0.8
> CSc1ccc(C(=O)C2CCCN(C(=O)c3ccsc3)C2)cc1 (stereo not given)
  1.3 | -9.9 | 1.5 | 0.9 | -0.7 | -8.5 | -6.3 | 6.4 | 0.5
> CCCNC(=O)c1nnsc1Sc1ccc(Cl)cc1
  -1.2 | 1.4 | -1.0 | 1.1 | -1.0 | -5.8 | 7.7 | -1.4 | 0.3
> CC(=O)Nc1ccn(Cc2c(F)cccc2Cl)n1
  -2.5 | 21.8 | 0.3 | 88.0* | 4.1 | 1.8 | 3.9 | 4.2 | 0.0
> CCC(=O)Nc1ccc(Cl)c(NC(=O)c2c(OC)cccc2OC)c1
  5.3 | 3.4 | 0.8 | 0.0 | 2.5 | -10.9 | 28.0 | 1.8 | -0.1
> CN1/C(=C\C=N\O)C(C)(C)c2ccccc21
  1.7 | 17.1 | -0.1 | 0.4 | -4.1 | -3.4 | -3.0 | 3.2 | 0.9
> CCc1nc2ccccc2c(C(=O)OC2CCOC2=O)c1C (stereo not given)
  2.6 | -5.3 | 0.0 | 0.6 | 0.6 | -2.1 | 0.6 | 4.5 | -0.1
> N#Cc1ccc(C(=O)Nc2cccc3cccnc23)c(F)c1
  0.8 | -2.4 | 1.0 | -1.7 | -0.3 | -7.3 | 17.5 | 4.6 | 0.8
> CCc1c(C)nc2cc(-c3ccc(OC)cc3)[nH]n2c1=O
  -1.7 | nt | -0.6 | -1.7 | 6.8 | 1.3 | 25.9 | 1.1 | -0.5
> Cc1ccc(-c2nnc(N3CCCCC3)c3ccccc23)cc1S(=O)(=O)NCC1CCCO1 (stereo not given)
  7.0 | 33.4 | -1.3 | -1.1 | 2.4 | -9.1 | 15.6 | 13.3 | -0.5
> O=C1CC(NCc2cccs2)C(=O)N1c1ccc(Cl)cc1 (stereo not given)
  0.9 | 2.1 | 0.3 | -0.3 | -0.3 | -14.1 | 17.8 | 3.2 | 0.9
> Cc1ccc(C)c(NC(=O)C(C)CC2COCCO2)c1 (stereo not given)
  3.7 | -9.5 | -0.8 | -2.1 | 0.2 | -4.9 | -14.1 | 6.5 | -0.1
> CC(=O)NCC(=O)N(Cc1ccco1)C1(C(=O)NC2CCCCC2)CCCCC1
  0.8 | -3.6 | -1.4 | 0.4 | 3.3 | 1.9 | 18.1 | -0.4 | 0.5
> CCCS(=O)(=O)N1CCC(C(=O)NCCCN2CCC(Cc3ccccc3)CC2)CC1
  -2.1 | 18.6 | -0.6 | 0.2 | 3.5 | 5.4 | -0.2 | 3.9 | 0.8
> CN(C)/C=N/c1ncc(C(=O)c2ccc(Cl)cc2Cl)s1
  2.1 | 4.7 | 1.5 | -0.5 | 0.2 | -0.9 | 10.3 | 7.9 | 0.3
> COc1ccc(-c2ccc(C#N)c(SCC(=O)Nc3sc4c(c3C#N)CCC4)n2)cc1OC
  1.8 | 101.9* | 0.0 | 3.8 | -0.9 | -7.9 | -6.3 | 4.5 | 0.5
> COc1cccc(C(C(=O)NC2CCCC2)N(C(=O)c2ccco2)c2ccc(-n3cnnn3)c(C)c2)c1OC (stereo not given)
  1.3 | 3.2 | -2.6 | 0.8 | 2.7 | 1.7 | 15.9 | 8.1 | 1.1
> COc1ccc(C(=O)NNC(=O)c2ccccc2[N+](=O)[O-])cc1Br
  2.0 | 6.3 | 0.5 | 1.0 | 1.6 | -11.3 | -12.1 | 4.2 | 0.3
> CC(=O)c1cccc(NC(=O)C2CCN(C(=O)c3ccc([N+](=O)[O-])cc3)CC2)c1
  1.3 | -5.9 | 1.6 | 1.0 | 5.7 | -11.5 | 16.3 | 3.9 | 0.9
> COc1ccc(C)cc1NC(=O)CSc1nnc(COc2ccc(C)cc2)n1Cc1ccco1
  -2.8 | 12.7 | -0.5 | 1.4 | -1.2 | -5.3 | 18.7 | 2.5 | -0.4
> Cc1cc(C)cc(OCc2nnc(SCC(=O)Nc3ccccc3)o2)c1
  -1.1 | 91.5* | -1.6 | 0.1 | -2.0 | 6.1 | -10.4 | 0.6 | -0.9
> CCN(Cc1ccccc1)C(=O)c1ccc(Cl)cc1[N+](=O)[O-]
  0.9 | -12.7 | -1.6 | -0.7 | -1.6 | -8.1 | 13.9 | 2.6 | 0.1
> Cc1ccccc1S(=O)(=O)Cc1ccc(C(=O)NCc2cccnc2)o1
  3.9 | -8.8 | 0.5 | -0.1 | 1.3 | -10.9 | 15.1 | 1.5 | 0.3
> OCCNCCNCc1ccc(-c2ccccc2)cc1
  0.7 | 8.3 | 0.7 | 4.6 | 2.4 | -5.5 | 9.9 | 7.4 | 0.7

Profiles, quoted from the list. Order of screens: Ba/F3 V617F tox, CHOP inh, TRPN1 ag, TNF necrop inh, Wee1 degr inh, RBBP9 inh, PPC-1+TRAIL kill, BaF3 parental, TRPML3 ag
Cc1cc(C)cc(OCc2nnc(SCC(=O)Nc3ccccc3)o2)c1 is entered as -1.1, 91.5*, -1.6, 0.1, -2.0, 6.1, -10.4, 0.6, -0.9
Cc1ccc(Oc2nn[nH]n2)cc1 is entered as -0.2, 32.6, -0.2, -3.9, 0.4, -7.5, 4.6, 2.3, 0.0

Compounds were not picked by outcome; about 6.8% have a hit in one of these screens.
